Compound activity (PubChem)
E coli growth – counter-screen for AddAB inhibitors: E. coli growth inhibition; AID 449728; 330,000 tested, 0.27% active; inhibition, % at 11.9 µM; E. coli V3065 growth, OD600 absorbance, 18 h;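 active = inhibition above the campaign's mean inhibition across all tested compounds plus 3 SD, cut at about 9.9% in these data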;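 note: uninfected addAB+ strain grown without phage in ampicillin broth; 0% = DMSO wells and 100% = ciprofloxacin 0.95 µg/ml wells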
PfHsp90 set2 – growth inhibition of yeast expressing Plasmodium Hsp90; S. cerevisiae expressing PfHsp90, BacTiter-Glo ATP, 48 h; yeast lacking PDR1 and PDR3 efflux regulators; inhibition, % at 9.4 µM; 310,000 tested, 0.32% active;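 active = every replicate shows inhibition above about 80%, whatever the replicate mean, limit read from the data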;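 note: 0% = DMSO neutral controls and 100% = 20 µM radicicol positive controls; yeast relying on Plasmodium falciparum Hsp90 in place of its own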
Tat transport – E. coli Tat transport inhibition. 340,000 tested, 0.036% active. E. coli MC4100 TorA-mCherry Tat export, fluorescence. AID 488895. inhibition, % at 10 µM;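 active = mean replicate inhibition at least 50% and at least half of replicates individually reaching 50%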;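 note: exported cargo escapes ClpAP degradation while cytoplasmic cargo is degraded and loses fluorescence; 0% = median of neutral control wells and 100% = median of NaSCN control wells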
MOR-DOR inv ag – inverse agonists of human mu-delta opioid receptor heterodimerization; AID 504357; cell-based MOR-DOR heterodimer luminescence, inverse agonism; inhibition, % at 9.3 µM; 340,000 tested, 0.21% active; P35372+P41143; in the data active = inhibition above about 22%, passing the limit was not always enough;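 note: 0% = cells with DMSO and 100% = wells without cells with DMSO; values of inactives mirror those of a sister screen read the other way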
AddAB inh – less growth of phage-infected E. coli with AddAB; E. coli expressing H. pylori AddAB, absorbance growth; inhibition, % at 11.9 µM; 330,000 tested, 0.29% active; AID 435030; in the data active = inhibition above about 12%;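 note: 0% = vehicle wells of infected cells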
PKA-R1A act – activators of PKA-R1A complex. 340,000 tested, 0.083% active. AID 504707. PKA-R1A dissociation, Cy5-IP20 fluorescence polarization; scaled: DMSO 0%, 113 µM cGMP 100%. activation, % at 11.4 µM;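 active = percent activation above the mean of all tested compounds plus 3 SD, cut at about 19% in these data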;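 note: higher means more PKAc released from R1A so a rise in polarization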
DSG3 Ab inh – inhibitors of pemphigus antibody binding to human desmoglein-3 | P32926 | DSG3-coupled beads, scFv-anti-DSG3-GFP binding, flow cytometry; active compounds read low | binding (percent of control), % at 10 µM | 310,000 tested, 0.48% active | AID 588358;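 active = binding more than 3 SD below its plate's average and above zero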;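 note: hits lower antibody fragment binding to DSG3; some compounds called inactive have numbers as strong as hits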
Target sequence (P32926 whole entry, looked up, the tested form may be a part): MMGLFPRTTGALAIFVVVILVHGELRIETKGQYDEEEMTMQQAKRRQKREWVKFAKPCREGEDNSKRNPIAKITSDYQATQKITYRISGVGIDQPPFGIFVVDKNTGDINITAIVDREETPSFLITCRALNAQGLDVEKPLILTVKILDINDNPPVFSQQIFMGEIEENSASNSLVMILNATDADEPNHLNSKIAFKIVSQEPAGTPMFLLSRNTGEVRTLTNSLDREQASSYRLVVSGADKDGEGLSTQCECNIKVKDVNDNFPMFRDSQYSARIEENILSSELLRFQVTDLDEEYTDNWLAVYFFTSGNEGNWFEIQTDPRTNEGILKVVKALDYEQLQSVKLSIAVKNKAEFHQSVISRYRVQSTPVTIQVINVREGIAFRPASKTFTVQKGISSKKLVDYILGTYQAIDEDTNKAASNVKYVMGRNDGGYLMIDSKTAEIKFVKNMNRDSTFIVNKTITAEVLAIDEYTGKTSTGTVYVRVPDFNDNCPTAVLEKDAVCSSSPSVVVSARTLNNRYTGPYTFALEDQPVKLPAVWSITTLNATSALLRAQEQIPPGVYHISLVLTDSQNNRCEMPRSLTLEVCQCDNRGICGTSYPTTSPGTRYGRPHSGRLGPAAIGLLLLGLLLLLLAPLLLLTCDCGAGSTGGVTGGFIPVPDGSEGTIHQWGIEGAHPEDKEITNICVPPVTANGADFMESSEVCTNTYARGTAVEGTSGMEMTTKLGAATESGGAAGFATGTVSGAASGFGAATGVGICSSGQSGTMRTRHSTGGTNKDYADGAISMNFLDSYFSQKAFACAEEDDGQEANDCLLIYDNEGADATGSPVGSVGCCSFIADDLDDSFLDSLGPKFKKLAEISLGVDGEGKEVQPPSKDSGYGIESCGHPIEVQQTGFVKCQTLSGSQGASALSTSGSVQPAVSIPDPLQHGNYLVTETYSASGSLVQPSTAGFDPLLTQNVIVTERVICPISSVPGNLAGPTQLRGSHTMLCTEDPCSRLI
phage Ecoli inh – E. coli growth loss with phage present. growth absorbance. inhibition, % at 11.9 µM. AID 651602. 360,000 tested, 0.26% active; in the data active = inhibition above about 11%
Mot1-301 SUMO – SUMOylation pathway inhibition by Mot1-301 growth rescue | S. cerevisiae Mot1-301 growth rescue, ATP luminescence, 38.5C; percent above DMSO median, 100 means doubled | AID 2716 | 320,000 tested, 1% active | growth rescue, % at 18.8 µM;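 active = every valid replicate shows activation above 250% relative to neutral control wells; inactive = the rest, any valid replicate at or below 250%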;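 note: OY570 slx delta 5 strain wells were the positive control but not used for scaling; some compounds called inactive have numbers as strong as hits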
Arrestin-AP2 inh – inhibitors of human beta-arrestin and AP2 interaction; FITC-arrestin peptide / GST-AP2 beads, flow cytometry; AP2 beta2 appendage carries R879A mutation; inhibition, % at 10 µM; 340,000 tested, 0.31% active; AID 504490;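 active = inhibition above a set limit, near 3 SD of compounds lacking own fluorescence, cut at about 54% in these data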;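 note: plate controls were DMSO wells for no effect and 5 µM unlabelled arrestin peptide for full effect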
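test system = AP2 appendage R879A on GSH beads | buffer or medium = PBS plus Tween 20 (0.05%) and BSA (0.1%) | incubation = 12 min plus 1 h, RT | detection = bead flow cytometry, FITC channel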
OPRM1-OPRD1 ag – OPRM1-OPRD1 heterodimerization agonism. 340,000 tested, 0.3% active. activation, % at 9.3 µM. P35372+P41143. cells, luminescence; in the data active = activation above about 18%;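 note: 0% = vehicle-treated cells and 100% = reference agonist; values of inactives mirror those of a sister screen read the other way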
Active calls of the source: *; & = joins results of further samples. This is a random part of the collection; any-hit rate near 2.8%.

Screening CCNc1nc(NC(C)C)nc(Oc2ccc(/C=N/O)cc2)n1 returned E coli growth 1.5, PfHsp90 set2 13, Tat transport 4, MOR-DOR inv ag 9, AddAB inh 0.8, PKA-R1A act -15, DSG3 Ab inh 91, phage Ecoli inh 1.8, Mot1-301 SUMO -3, Arrestin-AP2 inh 26 and OPRM1-OPRD1 ag -1.6.
CCCCCCSc1cccc(-c2nc3ccc(Cl)cn3c2NCCCC)c1 was read as PfHsp90 set2 -18, Tat transport -5, MOR-DOR inv ag 14, PKA-R1A act -3, phage Ecoli inh 2.5&0.6, Arrestin-AP2 inh -5 and OPRM1-OPRD1 ag -2.5.
For O=C(Nc1ccccc1O)c1cccc(NC(=O)c2ccco2)c1 the results were E coli growth -0.6, PfHsp90 set2 -9, Tat transport 4, MOR-DOR inv ag 11, AddAB inh 3.0, PKA-R1A act 1, DSG3 Ab inh 96, phage Ecoli inh -0.2, Mot1-301 SUMO -6, Arrestin-AP2 inh 2 and OPRM1-OPRD1 ag -2.3.
For N#Cc1ccc(-c2nc3ccccc3c(=O)n2O)cc1 the results were E coli growth -0.4, PfHsp90 set2 20, Tat transport -2, MOR-DOR inv ag 5, AddAB inh -1.9, PKA-R1A act -5, DSG3 Ab inh 96, phage Ecoli inh 0.2, Mot1-301 SUMO 0, Arrestin-AP2 inh 0 and OPRM1-OPRD1 ag -1.0.
For O=C(OCC(=O)N1CCOCC1)c1ccc(N2CCOCC2)c([N+](=O)[O-])c1 the results were E coli growth 0.2, PfHsp90 set2 1, Tat transport -4, MOR-DOR inv ag 9, AddAB inh 1.3, PKA-R1A act -2, DSG3 Ab inh 100, phage Ecoli inh 1.5, Mot1-301 SUMO 16, Arrestin-AP2 inh -22 and OPRM1-OPRD1 ag -1.9.
Screening O=C(CCc1ccccc1)NCc1ccccc1 returned E coli growth 1.6, PfHsp90 set2 12, Tat transport 1, MOR-DOR inv ag 7, AddAB inh 0.1, PKA-R1A act 6, DSG3 Ab inh 107, phage Ecoli inh 3.4, Mot1-301 SUMO 5, Arrestin-AP2 inh -1 and OPRM1-OPRD1 ag -1.0.
`O=C(NCc1ccccc1)N[C@@H](Cc1c[nH]c2ccccc12)C(=O)O` gave E coli growth 1.5, PfHsp90 set2 -57, Tat transport 0, MOR-DOR inv ag 24, AddAB inh 3.1, PKA-R1A act 1, phage Ecoli inh 3.4, Mot1-301 SUMO 86, Arrestin-AP2 inh 20 and OPRM1-OPRD1 ag -3.9.
Screening C/C(=N\NC(=O)c1nn(C)cc1Br)c1ccc(NC(=O)c2ccncc2)cc1 returned E coli growth 0.9, PfHsp90 set2 -28, Tat transport 5, MOR-DOR inv ag 19, AddAB inh 3.5, PKA-R1A act 7, DSG3 Ab inh 99, phage Ecoli inh 5.2, Mot1-301 SUMO 331, Arrestin-AP2 inh 4 and OPRM1-OPRD1 ag -3.2.
Screening COc1ccccc1NC(=O)c1ccc(NC(=O)COC(=O)C2(C)CC2(Cl)Cl)cc1 (centres undefined) returned E coli growth 0.9, PfHsp90 set2 -16, Tat transport 4, MOR-DOR inv ag -33, AddAB inh 2.3, PKA-R1A act 6, DSG3 Ab inh 132, phage Ecoli inh 2.3, Mot1-301 SUMO 74, Arrestin-AP2 inh -14 and OPRM1-OPRD1 ag 6.0.
Screening O=C(/C=C/c1ccc2c(c1)OCO2)Nc1nc2ccccc2s1 returned E coli growth 2.4, PfHsp90 set2 -2, Tat transport 15, MOR-DOR inv ag -4, AddAB inh 4.5, PKA-R1A act 6, DSG3 Ab inh 98, phage Ecoli inh 1.6, Mot1-301 SUMO 2, Arrestin-AP2 inh 13 and OPRM1-OPRD1 ag 0.9.
`CCOC(=O)[C@H]1[C@H]2COc3ccc(OC)cc3[C@@H]2N2C(=O)CN(Cc3ccccc3)C(=O)[C@@]12C` gave E coli growth -0.1, PfHsp90 set2 -15, Tat transport 2, MOR-DOR inv ag 12, AddAB inh -0.8, PKA-R1A act 0, DSG3 Ab inh 107, phage Ecoli inh 0.3, Mot1-301 SUMO -6, Arrestin-AP2 inh 1 and OPRM1-OPRD1 ag -2.6.
C/C(=N\NC(=O)C1(C)CC1(Br)Br)c1ccc(NC(=O)C2CCC2)cc1 (centres undefined) was read as E coli growth -0.1, PfHsp90 set2 -2, Tat transport -3, MOR-DOR inv ag 8, AddAB inh 1.9, PKA-R1A act 0, DSG3 Ab inh 98, phage Ecoli inh 3.4, Mot1-301 SUMO 9, Arrestin-AP2 inh 3 and OPRM1-OPRD1 ag -1.4.
Screening Cc1cccc(N(C)C(=O)c2cc(S(=O)(=O)N3CCCCC3)c[nH]2)c1 returned E coli growth 1.6, PfHsp90 set2 25, Tat transport 4, MOR-DOR inv ag -3, AddAB inh -0.7, PKA-R1A act 7, DSG3 Ab inh 104, phage Ecoli inh 2.2, Mot1-301 SUMO 2, Arrestin-AP2 inh -3 and OPRM1-OPRD1 ag 0.5.
For Cc1ccc(NC(=O)CSCC(=O)Nc2ccc(S(=O)(=O)N3CCCC3)cc2)cc1 the results were E coli growth 2.4, Tat transport -5, MOR-DOR inv ag 8, AddAB inh 1.7, PKA-R1A act 4, DSG3 Ab inh 104, phage Ecoli inh 3.7, Mot1-301 SUMO 4, Arrestin-AP2 inh 3 and OPRM1-OPRD1 ag -1.2.
Screening CCOCCn1c(CN(Cc2ccccc2)Cc2ccccc2)nc2c1c(=O)[nH]c(=O)n2C returned E coli growth -2.0, PfHsp90 set2 -54, Tat transport -3, MOR-DOR inv ag -42, AddAB inh -2.3, PKA-R1A act 3, DSG3 Ab inh 104, phage Ecoli inh 3.3, Mot1-301 SUMO 11, Arrestin-AP2 inh 15 and OPRM1-OPRD1 ag 7.5.
Screening COc1ccccc1NC(=O)CCS(=O)(=O)c1cc2c(cc1Cl)NC(=O)CO2 returned E coli growth 0.6, PfHsp90 set2 -23, Tat transport 1, MOR-DOR inv ag -4, AddAB inh 2.2, PKA-R1A act 4, phage Ecoli inh 2.5, Mot1-301 SUMO 2, Arrestin-AP2 inh 5 and OPRM1-OPRD1 ag 0.8.
For CCCCOc1nc(N2CCOCC2)nc(C)c1[N+](=O)[O-] the results were E coli growth 0.5, PfHsp90 set2 -4, Tat transport 10, MOR-DOR inv ag -18, AddAB inh 0.8, PKA-R1A act -7, DSG3 Ab inh 97, phage Ecoli inh 0.3, Mot1-301 SUMO 2, Arrestin-AP2 inh -9 and OPRM1-OPRD1 ag 3.5.
For O=C1C2C3C=CC(C3)C2C(=O)N1c1ccc2c(c1)OCO2 (centres undefined) the results were E coli growth -0.3, PfHsp90 set2 26, Tat transport -7, MOR-DOR inv ag 4, AddAB inh -0.1, PKA-R1A act 4, DSG3 Ab inh 104, phage Ecoli inh 1.4, Mot1-301 SUMO 11, Arrestin-AP2 inh 7 and OPRM1-OPRD1 ag -0.7.
CC1=C(C(N)=O)C(c2ccc(Cl)c(Cl)c2)n2ncnc2N1 (centres undefined) was read as E coli growth 0.1, PfHsp90 set2 11, Tat transport -3, MOR-DOR inv ag 4, AddAB inh 1.1, PKA-R1A act 3, DSG3 Ab inh 113, phage Ecoli inh 1.0, Mot1-301 SUMO 50, Arrestin-AP2 inh 13 and OPRM1-OPRD1 ag -0.9.
Screening CCN1C(=O)N[C@@H](c2ccccc2)[C@@H](C(=O)OC)[C@H]1C returned E coli growth -0.8, PfHsp90 set2 -5, Tat transport 2, MOR-DOR inv ag 12, AddAB inh -0.3, PKA-R1A act 1, DSG3 Ab inh 106, phage Ecoli inh 1.0, Mot1-301 SUMO 5, Arrestin-AP2 inh -3 and OPRM1-OPRD1 ag -2.1.
COc1cc(/C=C2/C(=O)NN(c3cccc(Cl)c3)C2=O)cc(OC)c1O was read as E coli growth 1.3, PfHsp90 set2 -11, Tat transport -2, MOR-DOR inv ag 23, AddAB inh 0.7, PKA-R1A act -1, DSG3 Ab inh 116, phage Ecoli inh 3.4, Mot1-301 SUMO 36, Arrestin-AP2 inh 42 and OPRM1-OPRD1 ag -4.6.
For COc1ccc(C(=O)N2CCC(O)(c3ccc(F)cc3)CC2)cc1OC the results were E coli growth 1.8, PfHsp90 set2 -5, Tat transport 2, MOR-DOR inv ag 5, AddAB inh 0.5, PKA-R1A act -12, DSG3 Ab inh 100, phage Ecoli inh 3.2, Mot1-301 SUMO -9, Arrestin-AP2 inh 8 and OPRM1-OPRD1 ag -0.9.
O=C(O)/C=C/C(=O)NCCC(c1ccccc1)c1ccccc1 was read as E coli growth 4.2, PfHsp90 set2 25, Tat transport 2, MOR-DOR inv ag 8, AddAB inh 0.6, PKA-R1A act -2, DSG3 Ab inh 108, phage Ecoli inh 7.1, Mot1-301 SUMO 331, Arrestin-AP2 inh 1 and OPRM1-OPRD1 ag -1.5.
COc1cc(-n2ccnc2SC)c(Cl)cc1Cl was read as E coli growth 1.3, PfHsp90 set2 -13, Tat transport 4, MOR-DOR inv ag 6, AddAB inh 0.2, PKA-R1A act 3, DSG3 Ab inh 106, phage Ecoli inh 1.9, Mot1-301 SUMO -4, Arrestin-AP2 inh 0 and OPRM1-OPRD1 ag -1.1.
`Cc1cc(NCCCN2CCOCC2)n2nc(C)c(-c3ccccc3)c2n1` gave E coli growth -0.7, PfHsp90 set2 -4, Tat transport -3, MOR-DOR inv ag 4, AddAB inh 2.1, PKA-R1A act -6, phage Ecoli inh -0.2, Mot1-301 SUMO 0, Arrestin-AP2 inh -1 and OPRM1-OPRD1 ag -1.1.
For CCC(=O)Nc1ccccc1N1CCN(c2ccc(F)cc2)CC1 the results were E coli growth -1.2, PfHsp90 set2 -17, Tat transport -6, MOR-DOR inv ag 12, AddAB inh 4.8, PKA-R1A act -3, DSG3 Ab inh 109, phage Ecoli inh -0.4, Mot1-301 SUMO inactive, Arrestin-AP2 inh 23 and OPRM1-OPRD1 ag -2.4.
For COC(=O)c1ccccc1NC(=O)NCC1CCCO1 (centres undefined) the results were E coli growth 3.5, Tat transport 15, MOR-DOR inv ag 18, AddAB inh 6.5, PKA-R1A act -10, DSG3 Ab inh 107, phage Ecoli inh 1.1, Mot1-301 SUMO 7, Arrestin-AP2 inh -3 and OPRM1-OPRD1 ag -3.9.
For CC(C)(C)OC(=O)N/N=C/c1ccc(N2CCOCC2)s1 the results were E coli growth -0.5, PfHsp90 set2 10, Tat transport 0, MOR-DOR inv ag 12, AddAB inh 0.2, PKA-R1A act -1, DSG3 Ab inh 100, phage Ecoli inh 0.0, Mot1-301 SUMO -3, Arrestin-AP2 inh 32 and OPRM1-OPRD1 ag -2.2.
